FID counter = counter-screen for HCV NS3 helicase inhibitors: DNA intercalator displacement; DNA fluorescent intercalator displacement, fluorescence; inhibition, % at 7.9 µM; 290,000 tested, 0.17% active; in the data active = inhibition above about 37%;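 also: 0% = vehicle and 100% = reference compound; higher means more ethidium bromide displaced from hairpin DNA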
MEKK2wt PB1 HTS = raises or lowers MEK5 binding to wildtype human MEKK2 PB1 domain; Q9Y2U5; bead flow cytometry, Alexa488-MEK5 binding to MEKK2 WT; actives lie on both sides; binding response (% of control), % at 10 µM; 290,000 tested, 1.1% active; AID 1531; in the data active = binding response below about 67% or above about 130%
VIM-2 inh = blocks Pseudomonas aeruginosa VIM-2 metallo-beta-lactamase; inhibition, % at 5.6 µM; purified VIM-2, nitrocefin hydrolysis, epi-absorbance fluorescence; 290,000 tested, 0.89% active; AID 1527;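 active = inhibition above the mean of all tested compounds plus 3 SD, cutoff set per screening run, cut at about 7.5% in these data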;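 also: red hydrolysis product quenches plate fluorescence so inhibitors raise well fluorescence; 0% = enzyme with DMSO and 100% = DMSO without enzyme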
NALP1 yeast inh = NALP1 inhibition; S. cerevisiae NALP1/ASC/caspase-1 growth, X-gal OD620, 72 h; inhibition, % at 10 µM; 280,000 tested, 0.61% active; AID 2071; in the data active = inhibition mostly above about 24%, no sharp cut-off; inactive = mostly below about 32%; also: some compounds called inactive have numbers as strong as hits
UBC9 SUMO inh = blocks human SUMOylation mediated by UBC9; P63279; HTRF SUMOylation assay, SAE1/SAE2 + UBC9, in vitro; inhibition, % at 35 µM; 290,000 tested, 0.36% active; in the data active = inhibition above about 50%, passing the limit was not always enough; also: strong numbers were not always called active
Target sequence (P63279 whole entry, looked up): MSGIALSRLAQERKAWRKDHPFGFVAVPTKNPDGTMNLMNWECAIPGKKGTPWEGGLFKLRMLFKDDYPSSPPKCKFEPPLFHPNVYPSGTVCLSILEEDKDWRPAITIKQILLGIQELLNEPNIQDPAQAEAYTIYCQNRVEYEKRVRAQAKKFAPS
MEKK2mut PB1 HTS = signal of MEK5 binding to mutant human MEKK2 PB1 domain. bead flow cytometry, Alexa488-MEK5 binding to MEKK2 mutant. 290,000 tested, 0.35% active. AID 1530. percent response, % at 10 µM; in the data active = percent response above about 24%, passing the limit was not always enough; also: inactives centre near 1; some results filed as inactive read as strong as hits
IMP-1 inhibitor = blocks Pseudomonas aeruginosa IMP-1 metallo-beta-lactamase; inhibition, % at 5.6 µM; purified IMP-1, nitrocefin hydrolysis, epi-absorbance fluorescence; 290,000 tested, 0.45% active;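 active = inhibition above the mean plus 3 SD of all compounds in the same screening run, cut at about 4.5% in these data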;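 also: 0% = IMP-1 with DMSO and 100% = DMSO wells lacking enzyme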
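System: purified IMP-1; amount: IMP-1 0.2 nM before substrate addition; compound: single dose, 5.6 µM; times: 25 °C, 15 min preincubation, 25 min reaction; signal: Epi-absorbance via hydrolysed-nitrocefin quenching of white-plate fluorescence, 480/530 nm, EDTA stop; benchmarks: DMSO with and without IMP-1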
NS3 helicase inh = inhibitors of Hepatitis C virus NS3 helicase | NS3 helicase DNA unwinding, Cy5 molecular beacon fluorescence | inhibition, % at 10.9 µM | 290,000 tested, 0.56% active;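 active = inhibition above the mean of all tested compounds plus 3 SD, set per campaign, cut at about 35% in these data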;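 also: 0% = DMSO wells and 100% = thioflavine S control wells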
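Control set: DMSO versus 110 µM thioflavine S; Material: NS3 helicase fragment of HCV; Measured by: Cy5 fluorescence at 0 and 60 min, beacon hairpin quenching; Read-out basis: percent inhibition from t60/t0 fluorescence ratio; Times: reaction time 60 min, 25 °C; Repeats: single replicate; Compound dosing: single dose, 10.9 µM nominal final, DMSO 0.8% final.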
PfM18AAP inh = PfM18AAP enzyme inhibition. recombinant PfM18AAP, H-Glu-NHMec fluorogenic cleavage. inhibition, % at 7.35 µM. 290,000 tested, 1.2% active. AID 1822;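 active = inhibition above the campaign mean inhibition over all tested compounds plus 3 SD, cut at about 28% in these data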;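 also: 0% = plate median of test compound wells and 100% = 2 mM ZnCl2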
The depositor's hits bear a star; . = not tested or not shown; [ ] = another dose, or the depositor's remark.

Codes – A = FID counter; B = MEKK2wt PB1 HTS; C = VIM-2 inh; D = NALP1 yeast inh; E = UBC9 SUMO inh; F = MEKK2mut PB1 HTS; G = IMP-1 inhibitor; H = NS3 helicase inh; I = PfM18AAP inh
COc1ccc(-n2c(Cn3c(=O)sc4ccccc43)nnc2SCC(N)=O)cc1
  A: -12.9 | B: 107.0 | C: 0.8 | D: -17.5 | E: 15.8 | F: 4.0 | G: -3.2 | H: -5.5 | I: -3.6
CCCCCCNC(=O)c1cccc(-c2ccc(C)c3ccccc23)n1
  A: -12.9 | B: 101.0 | C: -4.5 | D: 32.6 | E: -18.6 | F: 3.0 | G: -4.5 | H: 1.5 | I: -8.7
CCCCNC(=O)C1CC(=O)N(CCc2ccc(C)cc2)C1 (stereo not drawn)
  A: -12.6 | B: 93.0 | C: -2.6 | D: -5.8 | E: 8.9 | F: -4.0 | G: -3.2 | H: -9.4 | I: 1.6
COc1ccc(CCn2nnnc2C(c2ccc(C)cc2)N2CCN(C)CC2)cc1OC (stereo not drawn)
  A: 8.9 | B: 98.0 | C: -2.5 | D: -6.3 | E: -10.6 | F: 0.0 | G: -2.6 | H: -0.2 | I: 2.2
Cc1ccc(C(=O)NC(=S)Nc2ccc(-c3cc4ccccc4oc3=O)cc2)c(C)c1
  A: -0.9 | B: 101.0 | C: 0.1 | D: -8.8 | E: 14.2 | F: -2.0 | G: -2.4 | H: -7.2 | I: 7.4
CC(C)n1nnnc1SCC(=O)NNC(=O)C1CCCCC1
  A: -2.3 | B: 95.0 | C: -9.7 | D: 15.4 | E: 1.1 | F: -3.0 | G: -3.6 | H: -3.3 | I: 3.8
COc1ccc(CCNC(=O)Cn2cnc3c(cnn3-c3ccccc3Cl)c2=O)cc1OC
  A: -19.1 | B: 102.0 | C: -2.5 | D: -7.8 | E: 16.0 | F: 4.0 | G: -4.6 | H: 4.6 | I: -4.7
Nn1cnc2scc(-c3cccs3)c2c1=O
  A: -0.8 | B: 90.0 | C: 0.6 | D: 6.5 | E: 22.5 | F: -11.0 | G: -0.8 | H: 8.1 | I: -4.2
CCN=C1SC(CC(=O)NCCc2ccc(OC)cc2)C(=O)N1CC (stereo not drawn)
  A: -5.8 | B: 93.0 | C: 2.0 | D: 4.5 | E: -0.7 | F: -3.0 | G: 0.5 | H: 2.9 | I: -89.2
Cc1ccc(NS(=O)(=O)c2ccc(NC(=O)c3cccc(NC(=O)C(C)C)c3)cc2)cc1
  A: -18.8 | B: 108.0 | C: 0.7 | D: 4.9 | E: -30.3 | F: 4.0 | G: -1.0 | H: -20.7 | I: -5.5

(listing goes on)
Codes – A = FID counter; B = MEKK2wt PB1 HTS; C = VIM-2 inh; D = NALP1 yeast inh; E = UBC9 SUMO inh; F = MEKK2mut PB1 HTS; G = IMP-1 inhibitor; H = NS3 helicase inh; I = PfM18AAP inh
c1ccc(-c2cc3c(N4CCCC4)ncnc3s2)cc1
  A: -7.7 | B: 99.0 | C: -0.4 | D: 13.9 | E: 0.1 | F: 1.0 | G: -3.4 | H: -1.2 | I: 2.8
COc1ccc([N+](=O)[O-])cc1-c1[nH]c(-c2ccc(C(=O)O)cc2)nc1-c1ccccc1
  A: -20.8 | B: 108.0 | C: -1.1 | D: -13.1 | E: 20.7 | F: 11.0 | G: -1.4 | H: -26.1 | I: -0.9
O=C(O)c1ccccc1C(=O)Nc1cc(C(F)(F)F)ccc1N1CCCC1
  A: -15.3 | B: 106.0 | C: -0.8 | D: -2.3 | E: -0.7 | F: 3.0 | G: -0.3 | H: -13.9 | I: -3.4
COc1ccc(S(=O)(=O)N(C)c2ccc(C(=O)Nc3cccnc3)cc2)cc1
  A: -19.3 | B: 110.0 | C: -2.8 | D: 2.5 | E: 10.4 | F: 11.0 | G: -1.9 | H: -4.2 | I: 5.9
CCCNC(=O)Cn1nc([N+](=O)[O-])c([N+](=O)[O-])c1C
  A: -2.5 | B: 58.0*[inhibitor] | C: 0.0 | D: 1.5 | E: 7.4 | F: -3.0 | G: -0.2 | H: -7.4 | I: -11.3
CCn1c(=O)c(C(=O)Nc2ncccc2C)c(O)c2ccccc21
  A: -12.1 | B: 96.0 | C: 0.6 | D: 7.1 | E: 21.4 | F: -1.0 | G: -4.6 | H: -7.4 | I: 0.7
CC(C)(O)C(=O)NN(C(=O)c1ccccc1)c1ccc2ccccc2c1
  A: -4.1 | B: 101.0 | C: -3.3 | D: -4.6 | E: 0.2 | F: 1.0 | G: -2.2 | H: -8.0 | I: 1.6
Fc1ccccc1COc1ccc(C(=S)N2CCCC2)cc1
  A: -22.7 | B: 108.0 | C: 0.0 | D: 0.8 | E: -6.7 | F: 7.0 | G: -1.4 | H: 2.3 | I: -3.0
CC(=O)NNC(=O)c1nc(-c2ccccc2)c(C)o1
  A: -17.0 | B: 103.0 | C: -2.7 | D: -1.2 | E: 13.3 | F: 8.0 | G: -4.6 | H: -1.8 | I: 8.5
N/C(CSc1ccc(Cl)cc1)=N\NC(=O)c1ccncc1
  A: -4.0 | B: 100.0 | C: -1.5 | D: 3.2 | E: 9.3 | F: 1.0 | G: -3.6 | H: 14.3 | I: -4.8

Single records, as listed above.
O=C(O)c1ccccc1C(=O)Nc1cc(C(F)(F)F)ccc1N1CCCC1 across the screens: FID counter = -15.3; MEKK2wt PB1 HTS = 106.0; VIM-2 inh = -0.8; NALP1 yeast inh = -2.3; UBC9 SUMO inh = -0.7; MEKK2mut PB1 HTS = 3.0; IMP-1 inhibitor = -0.3; NS3 helicase inh = -13.9; PfM18AAP inh = -3.4
COc1ccc([N+](=O)[O-])cc1-c1[nH]c(-c2ccc(C(=O)O)cc2)nc1-c1ccccc1 across the screens: FID counter = -20.8; MEKK2wt PB1 HTS = 108.0; VIM-2 inh = -1.1; NALP1 yeast inh = -13.1; UBC9 SUMO inh = 20.7; MEKK2mut PB1 HTS = 11.0; IMP-1 inhibitor = -1.4; NS3 helicase inh = -26.1; PfM18AAP inh = -0.9

Going on with the list.
Codes – A = FID counter; B = MEKK2wt PB1 HTS; C = VIM-2 inh; D = NALP1 yeast inh; E = UBC9 SUMO inh; F = MEKK2mut PB1 HTS; G = IMP-1 inhibitor; H = NS3 helicase inh; I = PfM18AAP inh
Nc1cc(=O)[nH]c(SCc2ccc(Cl)cc2)n1
  A: -6.9 | B: 101.0 | C: -3.4 | D: 19.2 | E: 20.0 | F: 2.0 | G: -1.6 | H: 0.7 | I: 1.2
O=[N+]([O-])c1cccc(CSc2nnc(Cc3ccccc3)n2-c2ccc(F)cc2)c1
  A: -36.5 | B: 101.0 | C: -1.5 | D: 13.2 | E: -0.6 | F: 2.0 | G: -1.7 | H: -12.4 | I: 2.4
N=c1sccn1CC(=O)Nc1cc(S(=O)(=O)N2CCCC2)ccc1Cl
  A: 14.1 | B: 92.0 | C: -5.3 | D: -4.5 | E: -4.6 | F: -1.0 | G: -3.8 | H: 2.3 | I: -5.8
Cc1cc(C)nc(SC2CCCCC2O)n1 (stereo not drawn)
  A: -7.2 | B: 101.0 | C: -0.5 | D: -0.9 | E: -1.6 | F: 3.0 | G: -2.4 | H: 5.8 | I: 0.4
CCOC(=O)c1[nH]c2cc3c(cc2c1NC(=O)CN1CCC(C)CC1)OCO3
  A: 7.8 | B: . | C: -1.0 | D: 11.5 | E: 25.5 | F: . | G: -3.4 | H: 0.5 | I: 3.0
CC1CC(C)CN(S(=O)(=O)c2ccc3c(c2)CCN3C(=O)CCC(=O)O)C1 (stereo not drawn)
  A: -42.9 | B: 99.0 | C: 0.5 | D: 23.7 | E: 6.4 | F: 0.0 | G: -0.5 | H: 0.3 | I: -2.4
COc1ccc(CNc2nc(SCc3cc(=O)n4cc(Cl)ccc4n3)nc3ccccc23)cc1
  A: 1.3 | B: 107.0 | C: -3.3 | D: 16.5 | E: -15.8 | F: 4.0 | G: -3.6 | H: -4.9 | I: -6.2
O=C(COC(=O)COc1ccccc1)Nc1ccccc1OC(F)F
  A: -0.7 | B: 85.0 | C: -2.9 | D: 25.7 | E: -22.0 | F: -14.0 | G: -4.1 | H: -2.8 | I: 5.3
O=C(O)CCC(=O)N1CCc2c([nH]c3ccccc23)C1C(F)(F)F (stereo not drawn)
  A: -15.4 | B: 99.0 | C: 1.5 | D: -12.4 | E: -2.3 | F: -3.0 | G: 1.1 | H: 17.4 | I: 7.2

Of the compounds above, these have a CF3 group:
Codes – A = FID counter; B = MEKK2wt PB1 HTS; C = VIM-2 inh; D = NALP1 yeast inh; E = UBC9 SUMO inh; F = MEKK2mut PB1 HTS; G = IMP-1 inhibitor; H = NS3 helicase inh; I = PfM18AAP inh
O=C(O)c1ccccc1C(=O)Nc1cc(C(F)(F)F)ccc1N1CCCC1
  A: -15.3 | B: 106.0 | C: -0.8 | D: -2.3 | E: -0.7 | F: 3.0 | G: -0.3 | H: -13.9 | I: -3.4
O=C(O)CCC(=O)N1CCc2c([nH]c3ccccc23)C1C(F)(F)F (stereo not drawn)
  A: -15.4 | B: 99.0 | C: 1.5 | D: -12.4 | E: -2.3 | F: -3.0 | G: 1.1 | H: 17.4 | I: 7.2

MEKK2wt PB1 HTS, hit marks shown above.
SMILES	MEKK2wt PB1 HTS	VIM-2 inh	NALP1 yeast inh	UBC9 SUMO inh	MEKK2mut PB1 HTS	IMP-1 inhibitor	NS3 helicase inh	PfM18AAP inh
CCCNC(=O)Cn1nc([N+](=O)[O-])c([N+](=O)[O-])c1C	58.0*[inhibitor]	0.0	1.5	7.4	-3.0	-0.2	-7.4	-11.3

Screening results from PubChem BioAssay.
